# Screening data (PubChem)
# FAK inh: blocks human focal adhesion kinase activity | inhibition, %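 (tested at 7 µM)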 | Q05397 | hit rate 0.84% among 97,000 | AID 727 | biochemical FAK kinase activity assay; in the data active = inhibition above about 19%;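 also: 0% = DMSO and 100% = reference compound high control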
# E coli WT exp: E. coli BW25113 growth inhibition, expanded screen. OD600 absorbance. growth inhibition, % at 100 µM. hit rate 0.15% among 98,000. AID 710;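 active = growth inhibition above about 50% at one test dose, limit read from the data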;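 also: growth measured after 20 h incubation at 37 °C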
# PLAP activator: activates human placental alkaline phosphatase; hit rate 1.2% among 96,000; activation fold at 20 µM; AID 696; purified PLAP enzyme, luminescent substrate read-out; stronger effect = higher value; P05187; in the data active = activation fold above about 2
# MT1-MMP txn act: activates MT1-MMP transcription; hit rate 0.16% among 86,000; activation factor at 10 µM; HT1080 MT1-MMP promoter luciferase reporter, luminescence, overnight; stronger effect = higher value;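 active = activation factor of at least 2 for MT1-MMP transcription at 10 µM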
# ERa SRC1 pot: enhances coactivator binding to human estrogen receptor alpha | P03372 | coactivator binding (% of control), % at 25.6 µM | TR-FRET ERalpha-LBD/SRC-Cy5 coactivator binding, 2 h; 100 = basal binding, no effect | hit rate 1.3% among 86,000; in the data active = activity above about 200%;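 also: binding measured in presence of low estradiol as agonist stimulus; 0% = peptide alone without receptor and 100% = receptor with peptide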
# ERb SRC1 inh: blocks coactivator binding to human estrogen receptor beta. inhibition, % at 25.6 µM. hit rate 1.3% among 86,000. TR-FRET ER-beta LBD / SRC1-Cy5 peptide binding; receptor agonist-loaded with 1 µM estradiol;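 active = compounds whose percent inhibition of the receptor-coactivator binding signal exceeds about 50% in the single-dose screen, limit read from the data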;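 also: 0% = receptor plus peptide wells without compound and 100% = peptide-only wells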
# ERa SRC1 inh: ER-alpha (human) coactivator binding inhibition; inhibition, % at 25.6 µM; AID 629; hit rate 1.7% among 86,000; P03372; TR-FRET ER-alpha LBD / SRC-1 peptide, estradiol-bound; in the data active = inhibition above about 50%;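 also: 0% = receptor plus peptide control and 100% = peptide only without receptor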
# CD11b adhes enh: CD11b/CD18-fibrinogen binding enhancement. activation, % at 10 µM. hit rate 0.07% among 93,000. K562 CD11b/CD18 adhesion to fibrinogen, ATPlite luminescence;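 active = 10 µM primary screen giving 50% or more activity, confirmed by 40% or more on retest at that dose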; also: strong numbers were not always called active; reference of the scale not given here
# Target sequence (P05107 whole entry, looked up, other chains not shown): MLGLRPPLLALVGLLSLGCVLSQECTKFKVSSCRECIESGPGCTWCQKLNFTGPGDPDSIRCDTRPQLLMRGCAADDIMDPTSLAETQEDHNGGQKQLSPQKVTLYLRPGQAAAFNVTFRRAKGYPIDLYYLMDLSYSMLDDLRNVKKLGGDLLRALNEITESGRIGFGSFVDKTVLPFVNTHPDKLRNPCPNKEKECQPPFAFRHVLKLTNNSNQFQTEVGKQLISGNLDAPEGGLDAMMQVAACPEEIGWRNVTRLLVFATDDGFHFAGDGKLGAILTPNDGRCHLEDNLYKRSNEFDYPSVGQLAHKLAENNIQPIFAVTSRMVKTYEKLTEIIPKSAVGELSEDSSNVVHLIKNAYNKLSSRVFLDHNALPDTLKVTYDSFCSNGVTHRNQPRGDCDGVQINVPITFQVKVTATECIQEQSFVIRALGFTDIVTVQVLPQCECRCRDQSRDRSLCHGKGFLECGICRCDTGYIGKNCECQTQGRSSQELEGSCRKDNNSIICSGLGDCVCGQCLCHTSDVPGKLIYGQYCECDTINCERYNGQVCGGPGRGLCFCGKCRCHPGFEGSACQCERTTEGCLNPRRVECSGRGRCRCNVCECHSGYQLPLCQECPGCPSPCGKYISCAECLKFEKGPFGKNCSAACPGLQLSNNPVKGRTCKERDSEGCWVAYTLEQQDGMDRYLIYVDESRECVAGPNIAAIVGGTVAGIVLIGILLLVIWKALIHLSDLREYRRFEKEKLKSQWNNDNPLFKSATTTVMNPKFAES
# Mac1 fbg inh: blocks human CD11b/CD18 adhesion to fibrinogen; hit rate 0.54% among 93,000; inhibition, % at 10 µM; P05107+P11215; K562 CD11b/CD18 adhesion to fibrinogen, ATPlite luminescence; Mn2+ added to activate the integrin; AID 1497;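 active = primary inhibition of 50% or more at 10 µM, then 40% or more on retest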; also: some results filed as inactive read as strong as hits
# Starred values were filed as active, the others as inactive; / = no result given; [ ] = dose if it differs, or a comment.
# Start of the listing, in advance:
SMILES	FAK inh	E coli WT exp	PLAP activator	MT1-MMP txn act	ERa SRC1 pot	ERb SRC1 inh	ERa SRC1 inh	CD11b adhes enh	Mac1 fbg inh
Cc1csc(Sc2ccc([N+](=O)[O-])cc2C(=O)OCC(=O)NC(=O)NC(C)(C)C)n1	0	-4	1	/	/	/	/	6	-10
COc1ccc(/C=C(/NC(=O)c2ccccc2)C(=O)N/N=C/c2cccs2)cc1OC	-8	-6	1.5	/	/	/	/	0	-5
O=S1(=O)N=C(N2CCCc3ccccc32)c2ccccc21	-7	4	1.1	0.9	/	/	/	/	/

# All compounds of this part, repeating the preview:
SMILES	FAK inh	E coli WT exp	PLAP activator	MT1-MMP txn act	ERa SRC1 pot	ERb SRC1 inh	ERa SRC1 inh	CD11b adhes enh	Mac1 fbg inh
Cc1csc(Sc2ccc([N+](=O)[O-])cc2C(=O)OCC(=O)NC(=O)NC(C)(C)C)n1	0	-4	1	/	/	/	/	6	-10
COc1ccc(/C=C(/NC(=O)c2ccccc2)C(=O)N/N=C/c2cccs2)cc1OC	-8	-6	1.5	/	/	/	/	0	-5
O=S1(=O)N=C(N2CCCc3ccccc32)c2ccccc21	-7	4	1.1	0.9	/	/	/	/	/
O=C(CCn1c(=O)oc2ccccc21)Nc1ccccc1	3	9	1.1	1.3	99	-12	-15	-2	-6
CCC(CC)c1nnc(NC(=O)c2nc3nc(C)cc(C)n3n2)s1	-1	0	1.1	1.2	98	-3	23	-1	-4
Cc1ccc(CN2C(=O)CCC2C(=O)NCCN(CC(C)C)CC(C)C)cc1 (stereo unspecified)	3	0	1.5	1.1	128	-6	-12	-5	-4
COc1cccc(CNc2nc3nc(C)c(Cl)c(C)n3n2)c1	1	3	0.9	1.3	124	1	-2	/	/
Cc1ccc(C)c(NC(=O)c2ccc(N(C)S(C)(=O)=O)cc2)c1	-1	3	1.1	1.3	114[fluorescence artefact?]	-5	-1	-3	-8
O=C(Nc1ccccn1)C(NS(=O)(=O)c1cccc2nsnc12)c1ccccc1 (stereo unspecified)	6	-6	1.5	1.1	108	4[fluorescence artefact?]	8	/	/
Cc1cc(C)c(NC(=O)NC(=O)c2ccc(F)cc2)c(C)n1	2	2	1.1	1.4	115	-7[fluorescence artefact?]	-5	/	/
CSc1ccc(S(=O)(=O)N2CCN(Cc3ccc4c(c3)OCO4)CC2)cc1	/	-12	1	/	81	9	18[fluorescence artefact?]	0	0
c1ccc(OCc2nc(-c3cccs3)no2)cc1	0	11	0.7	1.2	94[fluorescence artefact?]	12	-3	2	-47
COc1cc(Br)cc(/C=N/c2ncn[nH]2)c1O	2	8	0.9	1.1	113	-9	-1	/	/
N#Cc1nc(Cc2cccc3ccccc23)oc1NCCN1CCCCC1	0	19	1.6	1.1	/	/	/	-2	4
COC(=O)CS(=O)(=O)c1nnc([C@H](Cc2ccccc2)NC(=O)OC(C)(C)C)o1	-1	-1	1.4	0.8	92	4	6	/	/
Cc1ccc(-c2cc(C(=O)NCCCn3ccnc3)c3cc(Br)ccc3n2)o1	6	-11	1.5	0.9	69[fluorescence artefact?]	49	88*[fluorescence artefact?]	2	7
Cc1cc(-c2nnc3sc(C4CCCCC4)nn23)n[nH]1	-5	5	1.5	0.9	93	3	5[fluorescence artefact?]	2	-3
CC(C(=O)N1CCc2ccccc21)n1cccc1 (stereo unspecified)	-1	0	0.9	1.2	119[fluorescence artefact?]	-10	-9	-2	2
CCCCN(C)Cc1c(C)[nH]c2ccc(OCC)cc2c1=O	/	6	0.9	1	96	-10[fluorescence artefact?]	-6	1	-10
O=c1[nH]c(NCCO)nc2ncn(Cc3ccccc3)c12	2	2	0.9	1.1	96	-3	-1	0	-13
O=C(c1ccc2c(c1)OCCO2)C1CCN(S(=O)(=O)c2ccccc2F)CC1	1	-15	1	1.1	106	-1	2	/	/
COc1cc2nc(C3CCC3)n(NC(=O)C3CCC3)c(=O)c2cc1OC	-5	-7	1	1	113	15	-5	-1	13
CCN(CC)CC(=O)Nc1c(C)cc(C(C)(C)C)cc1C	10	5	1.7	1.5	122	-9[fluorescence artefact?]	-9[fluorescence artefact?]	3	9
Cc1cc(C)cc(OCc2ccc(C(=O)O)o2)c1	-2	3	1.1	1.1	118[fluorescence artefact?]	-11	-9	1	-20
Cc1ccc(C(=O)Nc2ccon2)cc1S(=O)(=O)N1CCOCC1	2	6	1.1	1	116	-8	-5	-5	18
CN(Cc1ccccc1)c1oc(COc2ccccc2F)nc1C#N	-1	-7	0.8	1.3	103	-1[fluorescence artefact?]	6[fluorescence artefact?]	-4	10
O=C(CN(CC1CCCO1)C(=O)CCC(=O)Nc1ccccn1)NCc1ccccc1 (stereo unspecified)	2	/	/	1.3	112	-10	-14	/	/
COc1cc2nc(CN(CCC(C)C)Cc3nc4cc(OC)c(OC)cc4c(=O)[nH]3)[nH]c(=O)c2cc1OC	0	-9	1.4	/	/	/	/	0	10
COc1ccc(N2CCN(C(c3cc4cc(C)ccc4[nH]c3=O)c3nnnn3Cc3ccccc3)CC2)cc1 (stereo unspecified)	2	-9	1.6	/	105	4	-3	3	-24
CCOC(=O)C1CCN(C(=O)Cc2c(F)cccc2Cl)CC1	-1	1	0.9	1.2	105	-18	-22	1	4
CCn1nc(NC(=O)c2cccnc2)c2cc3ccccc3nc21	-1	-2	0.9	1.2	115[fluorescence artefact?]	-1	-1	0	-32
CC(C)Sc1nc2c(c(=O)[nH]c(=O)n2C)n1CCc1ccccc1	/	-21	0.9	1.1	82	-6	2	-1	-6
COc1ccc(N(CC(=O)NN=C2CCCCCCC2)S(=O)(=O)c2ccccc2)cc1	-2	5	1.3	/	/	/	/	1	-11
CCCc1cc(=O)n2[nH]c(-c3ccccc3)cc2n1	2	-3	/	1.3	112	1[fluorescence artefact?]	-3	/	/
COc1cccc(OC)c1C(=O)N1CCOCC1	-5	-5	/	1	107	-4	-2	/	/
CC(C)C(c1nnnn1C1CCCC1)N1CCCc2ccccc21 (stereo unspecified)	11	-13	/	1.2	93	0	-1	/	/
COc1cc(OC)c(OC)cc1/C=N/NC(=S)NCC1CCCO1 (stereo unspecified)	-3	2	1.1	/	/	/	/	-2	-5
CC(C)COC(=O)NCC12C=CC(O1)C1C(=O)N(c3ccc(Cl)cc3)C(=O)C12 (stereo unspecified)	/	13	0.8	1.1	114	3	1	0	-13
O=C(CSc1ccc2ccccc2n1)c1ccc2c(c1)OCO2	2	-26	0.8	1.1	93	2	15	-5	20
Cc1noc(C)c1CSc1ccc2ccccc2n1	1	/	/	1.1	91	4	-3	/	/
CN(C)S(=O)(=O)N1CCN(S(=O)(=O)N(C)C)CC1	0	10	1.1	/	112	1	-6	1	-28
CCOc1ccc(-c2nnc(-c3ccc(OC)cc3)o2)cc1	6	/	/	1.4	177[fluorescence artefact?]	24[fluorescence artefact?]	24[fluorescence artefact?]	/	/
O=C1CCCC2=C1C(c1ccncc1)c1c(nc(SCc3ccccc3Cl)[nH]c1=O)N2 (stereo unspecified)	4	2	1.5	1	81[fluorescence artefact?]	-20	-22	6	-21
CC1CC(c2ccccc2)n2nc(NC(=O)c3cccs3)nc2N1 (stereo unspecified)	-3	5	2.1*	1	119	2	-2	0	-9
CCCCOC(=O)CCNc1n[nH]c(=O)[nH]c1=O	/	1	0.9	0.9	130	6[fluorescence artefact?]	3	-2	5
CC(O)C1C(=O)OC2(C)CC(C)(C)NC(=S)N12 (stereo unspecified)	-3	/	/	1.2	127	-10[fluorescence artefact?]	-2	/	/
CS(=O)(=O)N(CC(=O)Nc1cc(Cl)ccc1Cl)c1ccccc1	0	-5	0.8	1	105	-2	-2	3	-3
C(=N\Nc1nn[nH]n1)/c1ccccc1	0	13	0.9	1.2	104[fluorescence artefact?]	-17	-15	1	-27
COc1cc(C2Nc3cc(Cl)c(S(N)(=O)=O)cc3S(=O)(=O)N2)ccc1OCc1ccccc1 (stereo unspecified)	0	7	1	/	/	/	/	1	8
Cc1onc(-c2ccccc2)c1C(=O)N1CCCSC1=Nc1ccccc1	0	-4	1.4	1.1	90	-4	-2	/	/
O=c1c2c(nc3c(-c4ccccc4)c[nH]n13)CCCC2	-4	8	1	1	132	-4	-1	1	22
O=C(COc1ccccc1)NCC1CCCO1 (stereo unspecified)	1	/	/	/	123[fluorescence artefact?]	1	-6	/	/
COc1cc(NC(=O)Nc2ccccc2)c(OC)cc1NC(=O)CN1CCCCC1	15	0	1.6	1.3	102[fluorescence artefact?]	2[fluorescence artefact?]	-1	1	6
Cc1c(-c2ccccc2)[n+](=O)c(-c2ccco2)c(C)n1[O-]	2	3	0.9	/	89	9	5	1	-27
O=C(COC(=O)Cc1cccs1)Nc1ccc(F)c(F)c1F	2	17	0.9	1	123	11[fluorescence artefact?]	7[fluorescence artefact?]	-2	6
COc1ccc(CN(CC(=O)NCc2ccco2)C(=O)CCC(=O)Nc2ccccn2)cc1	-3	-1	1.1	1.2	108	-7	-3[fluorescence artefact?]	-2	7

# Remaining list, next part:
SMILES	FAK inh	E coli WT exp	PLAP activator	MT1-MMP txn act	ERa SRC1 pot	ERb SRC1 inh	ERa SRC1 inh	CD11b adhes enh	Mac1 fbg inh
COc1ccc2c(-c3ccccc3)cc3nnnn3c2c1	-11	-4	0.9	1.1	206*	16	17	2	1
CCCCn1c2nc3ccccc3nc2c2c(=N)oc(C)nc21	/	/	1.8	/	314*[fluorescence artefact?]	32[fluorescence artefact?]	7[fluorescence artefact?]	-1	4
Cc1nc(SCc2c(F)cccc2Cl)c2c(=O)n(C)c(=O)n(C)c2n1	2	1	1.5	/	128	-5	-5	4	-8
CCN1CCN(C(c2ccccc2OC)c2nnnn2C2CCCCC2)CC1 (stereo unspecified)	5	1	1.8	1.1	116	3	1	1	-19
N#Cc1cc2c(nc1SC1CCCCC1O)CCCC2 (stereo unspecified)	0	-7	1	1	100	-14	-6	/	/
COc1cc(/C=N/NC(=O)c2cncc(Br)c2)ccc1OC(=O)c1ccc2c(c1)OCO2	3	-13	1.2	/	/	/	/	3	12
CCn1c(N)nc2c1c(=O)n(C)c(=O)n2C	2	6	1.1	1.1	123[fluorescence artefact?]	-5	-3	0	1
CC1(C)NC(=O)N(CCOc2cccc(Cl)c2Cl)C1=O	5	9	0.9	0.9	97[fluorescence artefact?]	-8	-1	0	-3
O=S(=O)(Cc1ccccc1)N1CCN(C/C=C/c2ccccc2)CC1	-1	0	1	1.2	144	-4	0	-3	9
CC(=O)Nc1sc2c(c1CN1CCN(C)CC1)CCCC2	2	5	0.9	1	105	-12	-8	/	/
O=c1[nH]c(SCc2n[nH]c(=S)n2-c2ccccc2)nc2ccccc12	0	3	1.1	1.3	106	-4	-5	-5	-3
CC(NC(=O)Cc1ccccc1)c1nc2ccccc2[nH]1 (stereo unspecified)	/	-10	1.2	1	96[fluorescence artefact?]	-10	0	3	0
Cc1nnc(NC(=O)CCCN2C(=O)c3ccccc3C2=O)s1	0	-3	0.9	1.1	95	26	13	-5	-5
O=C(CCl)NCc1c(Cl)cccc1-n1cccc1	3	10	1	/	/	/	/	-4	13
COCCNC(=O)c1ccc(CN2CCOCC2)cc1	-2	/	/	1.1	98	-17	-17	/	/
CCCOc1ccc(-c2nc(C#N)c(N3CCN(CC)CC3)o2)cc1	11	10	1.4	1.1	93	-4[fluorescence artefact?]	-9[fluorescence artefact?]	1	-8
CCOC(=O)c1cc(-c2ccc(N)cc2)sc1N	8	4	0.8	1	86[fluorescence artefact?]	5[fluorescence artefact?]	-8[fluorescence artefact?]	10	0
CC1CCCCN1Cc1nc2c(c(=O)n(C)c(=O)n2C)n1CCCc1ccccc1 (stereo unspecified)	7	/	/	1.1	112	4	-5	/	/
CC1(C)Cc2nc3n[nH]c(N)c3cc2CO1	5	3	1.1	1	111	1	-11	13	-21
O=C(O)c1ccc(CNCc2ccc(Cl)cc2Cl)cc1	-1	-5	1.4	/	/	/	/	3	0
